Assay outcomes deposited in PubChem BioAssay by ICCB-Longwood Screening Facility, Harvard Medical School.
Polio RdRp inh: poliovirus RNA polymerase inhibition; P03300; poliovirus polymerase elongation, fluorescence polarization; stronger effect = lower value; % elongation, % (compound at 16.7 µg/mL); actives 0.66% (n = 150,000); in the data active = % elongation below about 90%; also: some results filed as inactive read as strong as hits
Target sequence (P03300 1749-2209 limits assumed): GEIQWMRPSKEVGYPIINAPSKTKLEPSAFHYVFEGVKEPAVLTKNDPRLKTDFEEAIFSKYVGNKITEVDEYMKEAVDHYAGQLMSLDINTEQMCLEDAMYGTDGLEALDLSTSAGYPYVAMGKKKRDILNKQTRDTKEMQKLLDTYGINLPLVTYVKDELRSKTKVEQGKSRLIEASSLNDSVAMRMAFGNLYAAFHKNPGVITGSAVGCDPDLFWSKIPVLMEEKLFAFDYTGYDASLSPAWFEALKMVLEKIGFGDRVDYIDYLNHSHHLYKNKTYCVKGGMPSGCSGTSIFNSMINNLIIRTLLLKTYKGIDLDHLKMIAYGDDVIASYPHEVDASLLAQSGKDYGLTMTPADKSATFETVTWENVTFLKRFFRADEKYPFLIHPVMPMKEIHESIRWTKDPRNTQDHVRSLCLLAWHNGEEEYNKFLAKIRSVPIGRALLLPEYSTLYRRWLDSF
Polio RdRp inh FP z-score: also measured in Polio RdRp inh; calls as there; z-score; measured here: FP z-score; hits read low
* = called active by the depositor.

Each structure is followed by: Polio RdRp inh | Polio RdRp inh FP z-score
O=C(c1ccc(Cn2c(=O)[nH]c3ccccc3c2=O)cc1)N1CCN(c2ccccc2)CC1
 : 104 | 0.6
COC(=O)c1sc2cc(-c3ccc(F)cc3)sc2c1C
 : 107 | 0.5
O=C1C=CC(=O)N1CC1CCCO1 (stereo not given)
 : 100 | -0.2
Cc1cc2oc(C(=O)Nc3ccc(S(=O)(=O)N(C)c4ccccc4)cc3)cc(=O)c2cc1C
 : 109 | 0.4
N#Cc1c2n(c(=O)n(-c3ccc(Cl)cc3)c1=N)CCC2
 : 105 | 0.3
CCOc1ccccc1-n1cc2c(c1-c1ccc(OC)cc1)c(=O)n(C)c(=O)n2C
 : 105 | -0.6
Cc1ccc(Cn2ccsc2=NC(=O)COC(=O)c2ccc3c(=O)n4c(nc3c2)CCC4)cc1
 : 97 | -0.8
COc1ccccc1NC(=O)NC(N)=O
 : 100 | 0
COc1ccc(OC)c(NC(=O)CSc2cn(CC(=O)N3CCCCCC3)c3ccccc23)c1
 : 116 | 0.2
Cc1cccc(N2CCN(C(=O)c3cccn3-c3nnc(N4CCCCC4)s3)CC2)c1C
 : 98 | -1.9
N#Cc1c(N)oc(-c2ccc3c(c2)OCO3)c1-c1ccc2c(c1)OCO2
 : 75 | -4.5
C=CCn1c(=O)c2ccccc2n2c(SCC(=O)Nc3sc(C)c(CC)c3C(=O)OCC)nnc12
 : 111 | 1
CC(C)(C)OC(=O)NCC12C=CC(O1)C1C(=O)N(Cc3ccccc3)C(=O)C12 (stereo not given)
 : 98 | -0.6
COC(=O)C1SCCN1C(=O)c1cc(-c2ccc(Cl)cc2)oc1C (stereo not given)
 : 105 | 0.2
CCCn1c(C(=O)OC)cc2c1ccn2C
 : 100 | -0.5
CC1CN(C(=O)C(C)OC(=O)c2ccc3ncsc3c2)CC(C)O1 (stereo not given)
 : 103 | 0
Cc1coc2cc3oc(=O)c(CCC(=O)NCCc4ccccc4)c(C)c3cc12
 : 100 | -0.9
c1ccc(-c2ccc3c(c2)c2c4n3CCN=C4CCC2)cc1
 : 100 | -0.1
O=C1CCC(=O)N1CC(=O)N1CCCc2ccccc21
 : 104 | 0.7
O=C(NC1CCCCC1)C1CC(c2ccccc2F)=NO1 (stereo not given)
 : 100 | -0.3
Cc1cc(C(=O)CSc2ccc(S(=O)(=O)N(C)C)cn2)c(C)n1CCc1cccs1
 : 99 | -0.4
CCOc1ccc(C(=O)NCC(=O)NC2CCN(Cc3ccccc3)CC2)cc1
 : 97 | -1
COC(=O)c1ccc(S(=O)(=O)NCCNc2ncc(Cl)cc2C(F)(F)F)n1C
 : 103 | 0.4
CCC(C)CNC(=O)c1ccc(OC)c(OC)c1 (stereo not given)
 : 103 | 0.2
Cc1ccc(C(=O)NCCc2csc(-c3cccc(F)c3)n2)cc1C
 : 105 | -0.4
CCN1C(=Nc2ccc(Cl)cc2)SC/C1=C\C(=O)OC
 : 102 | 0
Cc1noc(Cn2c(=O)c3ccccc3n(CC(=O)Nc3ccccc3C(F)(F)F)c2=O)n1
 : 112 | 0.8
COc1ccc(OCC(=O)NN)cc1
 : 103 | 0.4
CC(C)(C)NS(=O)(=O)c1cccs1
 : 102 | 0.5
CC(C)CCn1c(=O)c2sccc2n2c(CCCC(=O)NC(C)C)nnc12
 : 105 | -1.1
CN(CC(=O)Nc1ccc(F)cc1F)S(=O)(=O)c1ccc(C(=O)N2CCOCC2)s1
 : 102 | -1
COc1ccc(-c2onc(C)c2C)cc1S(=O)(=O)NCC1CCN(Cc2cc(C)ccc2C)CC1
 : 108 | 0.3
COc1cc(OC)cc(C(=O)Nc2ccc3c(c2)CCCN3C(=O)c2cccs2)c1
 : 107 | 0.3
COc1cc(/C=C/C(=O)O)ccc1O
 : 99 | -0.2
COc1ccc(CC(NC(C)=O)C(=O)NC2CCN(c3nc(OC)nc(OC)n3)CC2)cc1 (stereo not given)
 : 105 | 0.6
O=C(CCc1c[nH]c2ccccc12)N1CCn2c(nc3ccccc32)C1
 : 103 | 0.2
CCc1ccccc1NC(=O)Nc1cc(C(=O)NCc2cccc(F)c2)ccc1N1CCCC1
 : 105 | -0.1
CC1CN(c2ccc(NC(=S)NCc3ccco3)cc2)CC(C)O1 (stereo not given)
 : 105 | 0.2
COc1ccc(NC2=NS(=O)(=O)C(c3ccccc3)=C2C)cc1
 : 101 | -0.6
O=C(NCC1COc2ccccc2O1)c1cccs1 (stereo not given)
 : 103 | -0.1
CN(C)c1ncnc2c1ncn2C1OC(CO)C(N)C1O (stereo not given)
 : 102 | 0.1
COc1ccc2cc(C(=O)O)ccc2c1
 : 101 | 0.3
N#Cc1ccccc1Cn1c(=O)n(-c2ccc(CC(=O)Nc3ccccc3)cc2)c(=O)c2sccc21
 : 103 | 0.6
COc1ccc(OCC(=O)Nc2cccc(NC(=O)c3ccco3)c2)cc1
 : 105 | 0.1
O=c1[nH]c2ccccc2nc1/C=C(\O)c1ccco1
 : 100 | -0.4
CCC(C)OC(=O)C1CC=CCC1C(=O)Nc1ccc(C)cc1 (stereo not given)
 : 104 | 0.2
Cc1csc(C(C#N)C(=O)CSc2nc3cc(Cl)ccc3s2)n1 (stereo not given)
 : 108 | 1.1
CSc1ccc(CNC(=O)c2cc3cc(S(=O)(=O)N4CCCCC4)ccc3n2C)cc1
 : 114 | 1.3
CCn1c(CN2CCOCC2)nc2cc(NC(=O)c3cccc([N+](=O)[O-])c3)ccc21
 : 100 | -0.3
CCOC(=O)c1noc2nc(C)nc(NCCN3CCOCC3)c12
 : 104 | 1.9
O=C(Nc1ccncc1)c1cccc(S(=O)(=O)N2CCCC2)c1
 : 104 | 0.1
Cc1cccc(-c2noc(-c3cccnc3NCc3ccccc3Cl)n2)c1
 : 112 | 0.9
CCc1ccc(C2CC(c3ccccc3)n3ncnc3N2)cc1 (stereo not given)
 : 101 | -0.2
COc1ccc(-c2noc(N3CCC(C(=O)N(C)c4ccccc4C)CC3)n2)cc1
 : 102 | 0.1
COc1cccc(NC(=O)Cn2cc(C(=O)c3ccccc3)c(=O)c3cc(OC)ccc32)c1
 : 103 | 0.6
O=C(Cc1cc(=O)[nH][nH]1)N/N=C/C=C/c1ccccc1
 : 103 | 0.3
CCNc1nc2c(c(=O)[nH]c(=O)n2C)n1CC(O)COc1ccc(Cl)cc1Cl (stereo not given)
 : 101 | -0.2
Cc1ccc(Nc2c(-c3cc(Br)ccc3F)nc3cc(C)ccn23)cc1
 : 106 | -0.8
Cc1noc(C)c1CC(=O)Nc1ccccc1N1CCCCC1
 : 102 | -0.1
CC(=O)N1N=C(c2c(-c3ccccc3)c3cc(Cl)ccc3n(C)c2=O)CC1c1ccco1 (stereo not given)
 : 104 | 0.5

3 of the compounds above, as labelled records.
COc1ccc(-c2onc(C)c2C)cc1S(=O)(=O)NCC1CCN(Cc2cc(C)ccc2C)CC1
- Polio RdRp inh = 108
- Polio RdRp inh FP z-score = 0.3

O=C(Nc1ccncc1)c1cccc(S(=O)(=O)N2CCCC2)c1
- Polio RdRp inh = 104
- Polio RdRp inh FP z-score = 0.1

CCc1ccc(C2CC(c3ccccc3)n3ncnc3N2)cc1 (stereo not given)
- Polio RdRp inh = 101
- Polio RdRp inh FP z-score = -0.2

Profiles from above. Values in the order: Polio RdRp inh, Polio RdRp inh FP z-score
COC(=O)C1SCCN1C(=O)c1cc(-c2ccc(Cl)cc2)oc1C (stereo not given) is listed with 105, 0.2
CCN1C(=Nc2ccc(Cl)cc2)SC/C1=C\C(=O)OC is listed with 102, 0

(continued)
| SMILES | Polio RdRp inh | Polio RdRp inh FP z-score |
| --- | --- | --- |
| CCOc1ccc(-n2c(=O)c3c(C)c(C)sc3n(Cc3ccc(C(C)(C)C)cc3)c2=O)cc1 | 98 | -2 |
| COc1ccc(/C=C/c2nc(C#N)c(N3CCC(C)CC3)o2)cc1OC | 106 | -0.6 |
| CCc1nnc2c(Nc3ccc(F)cc3)nc3ccccc3n12 | 104 | 0.5 |
| CCOC(=O)NC(=O)c1cn(Cc2ccco2)c(=O)[nH]c1=O | 105 | 1 |
| CCOC(=O)N/N=C/c1ccc(Sc2ccc(Cl)cc2)o1 | 105 | 0.6 |
| COc1ccc(C2C(C(N)=O)=C(C)Nc3nc(CCCO)nn32)cc1 (stereo not given) | 109 | 0.8 |
| COCCCn1c(=O)c2sccc2n2c(CCCC(=O)Nc3cccc(C(F)(F)F)c3)nnc12 | 118 | 0.3 |
| CC1CCN(S(=O)(=O)c2ccc3[nH]cc(C(=O)NCc4ccc(F)cc4)c(=O)c3c2)CC1 | 102 | -0.2 |
| COC(=O)Cn1c(CN2CCN(c3ccc(OC)cc3)CC2)nc2c1c(=O)[nH]c(=O)n2C | 101 | -1.2 |
| CC1CCCC(NC(=O)CSc2ncn[nH]2)C1C (stereo not given) | 101 | -0.2 |
| COc1cc2cc(CN(Cc3ccc4c(c3)OCO4)C(=O)NCc3ccccc3)c(=O)[nH]c2cc1OC | 105 | 0.7 |
| COc1cc(NC(=O)COc2ccc(F)cc2)nc(OC)n1 | 102 | 0 |
| CCC1=Nc2cc(C(=O)N(C)Cc3ccccc3)ccc2Sc2ccc(C)cc21 | 105 | 1.1 |
| c1ccc(Cn2c(NCc3cccs3)nc3ccccc32)cc1 | 100 | 0 |
| CC(C(=O)Nc1ccc(S(=O)(=O)N2CCOCC2)cc1)N1CCN(c2ccccn2)CC1 (stereo not given) | 108 | 0.8 |
| COc1ccc(C2c3c(n(C)c4ccccc34)C(=O)N2CC(=O)Nc2cccc(Cl)c2C)cc1 (stereo not given) | 115 | 1.7 |
| CCOC(=O)c1c(C)[nH]c(CCC(=O)Nc2ccccc2C(F)(F)F)c1C | 108 | -0.1 |
| c1ccc(CSc2nnc(SCc3ccccn3)s2)nc1 | 104 | 0.2 |
| CCOC(=O)c1ccc(-n2c(C)nc3c(cnn3-c3ccc(Cl)cc3)c2=O)cc1 | 105 | -1.1 |
| Cc1c(C(=O)N(C)Cc2ccccc2)sc2nc3n(c(=O)c12)CCCC3 | 100 | -1.1 |
| CSc1ncnc2c1cnn2-c1ccccc1 | 105 | 0.9 |
| Cc1ccc(C)c(Cn2c(=O)n(CCCC(=O)NCc3ccccc3Cl)c(=O)c3ccccc32)c1 | 101 | -0.2 |
| CS(=O)(=O)c1ccc2nc(NC(=O)C3CCCC3)sc2c1 | 101 | -0.2 |
| C=CCSc1ncnc2c1sc1nc(N3CCOCC3)c3c(c12)CCCC3 | 101 | -0.3 |
| COc1cccc(-n2cc(C(=O)N3CCC(C)CC3)c3ccccc3c2=O)c1 | 103 | 0.5 |
| Cc1cccc(C)c1OCc1nnc(CCc2ccccc2)o1 | 106 | 0.7 |
| Cn1cc(NC(=O)Nc2ccc(S(=O)(=O)N3CCCCC3)cc2)c2ccccc2c1=O | 101 | 0.1 |
| CCCC[C@@H](C)[C@@H](OC(=O)C[C@@H](CC(=O)O)C(=O)O)[C@H](C[C@@H](C)C[C@H](O)CCCC[C@@H](O)C[C@H](O)[C@H](C)N)OC(=O)C[C@H](CC(=O)O)C(=O)O | 104 | 1.1 |
| Cc1ccc(C2CC(=O)N(Cc3ccccc3)c3c2c(C)nn3-c2nc(C)cc(C)n2)cc1 (stereo not given) | 107 | 0 |
| O=c1c(=O)n(-c2ccc3c(c2)OCO3)ccn1Cc1ccc(F)cc1Cl | 101 | -0.6 |
| O=C(CCC(=O)c1ccc(F)cc1)c1ccc(F)cc1 | 105 | 0.3 |
| CC(C)(C)c1ccc(C(=O)NCC(c2cccs2)S(=O)(=O)c2cccs2)cc1 (stereo not given) | 108 | 0.2 |
| Cc1nn(C)c(C)c1CCNC(=O)Nc1cccc(Cl)c1C | 113 | 1.2 |
| CN(C)Cn1c(O)c(N=NC(=O)c2ccccc2)c2ccccc21 | 102 | 0.2 |
| O=C(N1CCCCC1)N1CCC(c2nc3ccccc3[nH]2)CC1 | 102 | 0.4 |
| Cc1ccc(Cl)cc1N1CCN(C(=O)c2cc3c(=O)[nH]c4ccccc4c3n2C)CC1 | 99 | -0.7 |
| Cc1ccc(N2CCN(C(=O)c3cn(C)c4ccc(S(=O)(=O)N(C)C5CCCCC5)cc4c3=O)CC2C)cc1 (stereo not given) | 107 | 0.4 |
| CCOC(=O)Cc1cn2ccsc2n1 | 103 | 0.7 |
| C=CCn1c(CC(=O)Nc2cccc(OC)c2)nnc1SCC(=O)NC1CCCCC1 | 100 | 0 |
| COc1cccc(-c2cc(C(=O)Nc3ccc(C)cc3)[nH]n2)c1 | 110 | 0.4 |
| Cc1c(C)n(C)c2ccc(C(=O)O)cc12 | 102 | 0.1 |
| Cc1cc(C(=O)CN2CCCC2)c(C)n1-c1ccc(F)cc1 | 96 | -0.4 |
| Cc1[nH]c2ccccc2c1C(Nc1ccccc1)c1ccccn1 (stereo not given) | 100 | -0.8 |
| CC(=O)Nc1sc(C)c(C)c1C(=O)OCC(=O)c1cc(C)n(-c2ccc3c(c2)OCCO3)c1C | 102 | 0 |
| COc1ccccc1/C=N/NC1=NCCCCC1 | 102 | 0.1 |
| O=C(O)c1cc(-c2ccco2)nc2ccc(Br)cc12 | 73* | -4.1* |
| CCOc1ccccc1CN1CCN(C)CC1 | 98 | -0.2 |
| CC(C)NC(=O)c1ccc(-n2c(-c3ccccc3)cc3c2CCCCC3)cc1 | 106 | -0.1 |
| CCN(c1ccccc1)c1nc2ccccc2n2nnnc12 | 100 | -0.3 |
| Cc1cn([C@H]2C[C@H](N=[N+]=[N-])[C@@H](CO)O2)c(=O)[nH]c1=O | 100 | 0.1 |
| CN1C(=O)NC(=O)/C(=C/c2ccc(N(C)C)cc2)C1=O | 97 | -0.5 |
| C/C(=N\NC(=O)c1ccco1)c1ccc(C)o1 | 98 | -1.1 |
| CCCSc1nc(C)c(CC(=O)O)c(=O)[nH]1 | 101 | 0 |
| Cc1cc(=O)oc2cc(NC(=O)c3ccc(OC(F)F)cc3)ccc12 | 105 | 0.3 |
| FC(F)(F)c1cc(-c2cn3ccccc3n2)cc(C(F)(F)F)c1 | 109 | 0.6 |
| CCc1ccc(NC(=O)C2CCN(c3nn4c(=O)cc(C)nc4s3)CC2)cc1 | 106 | -0.3 |
| COc1ccc(Cl)cc1NC(=O)C(C)Sc1nc2c(c(=O)[nH]1)CCCC2 (stereo not given) | 100 | -1.1 |
| Cc1ccc(C)c(N2CCN(c3ncnc4onc(-c5ccc(F)cc5)c34)CC2)c1 | 105 | 0.5 |
| O=C(Cn1[nH]c(=O)c2ccccc2c1=O)NCCCN1CCCC1=O | 106 | 0.6 |
| CCc1ccc(CN2CCc3nc(Nc4ccccc4)ncc3C2)cc1 | 110 | 0.6 |

Some of the compounds tested; the hit share may differ from the screen's.
